Vc quorum ag: quorum light induction in luxS cqsA deficient V. cholerae | activation, % at 18.7 µM | V. cholerae BH1578 lux reporter, luminescence, 6 h | hit rate 0.16% among 350,000; in the data active = activation mostly above about 9.7%, no sharp cut-off; note: not every result past the cut was called active; inactives centre near 0; reference of the scale not given here
Mtb BioA inh: inhibitors of Mycobacterium tuberculosis BioA enzyme | purified M. tuberculosis BioA enzyme, plate reader | inhibition, % at 9.99 µM | hit rate 0.096% among 360,000 | AID 602481; in the data active = inhibition above about 40%
GDH-TPI inh: GDH-TPI coupled enzyme inhibition counter-screen; GDH-TPI coupled enzyme counterscreen, NADH absorbance; inhibition, % at 4.8 µM; hit rate 1.2% among 360,000; AID 588335; in the data active = inhibition above about 30%;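 note: 0% = DMSO wells and 100% = wells lacking the enzyme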
Rv3671c inh: Rv3671c (M. tuberculosis) protease inhibition | inhibition, % at 5.96 µM | AID 2606 | hit rate 0.048% among 320,000; in the data active = inhibition above about 38%;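 note: extracellular domain of Rv3671c used as enzyme; 0% = enzyme with DMSO and 100% = no enzyme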
Mtb UGM inh: Mtb UDP-galactopyranose mutase inhibition | P9WIQ1 | purified UGM, fluorescence polarization probe displacement | inhibition, % at 10 µM | hit rate 0.06% among 320,000; in the data active = inhibition above about 10%, passing the limit was not always enough
Target sequence (P9WIQ1 whole entry, looked up): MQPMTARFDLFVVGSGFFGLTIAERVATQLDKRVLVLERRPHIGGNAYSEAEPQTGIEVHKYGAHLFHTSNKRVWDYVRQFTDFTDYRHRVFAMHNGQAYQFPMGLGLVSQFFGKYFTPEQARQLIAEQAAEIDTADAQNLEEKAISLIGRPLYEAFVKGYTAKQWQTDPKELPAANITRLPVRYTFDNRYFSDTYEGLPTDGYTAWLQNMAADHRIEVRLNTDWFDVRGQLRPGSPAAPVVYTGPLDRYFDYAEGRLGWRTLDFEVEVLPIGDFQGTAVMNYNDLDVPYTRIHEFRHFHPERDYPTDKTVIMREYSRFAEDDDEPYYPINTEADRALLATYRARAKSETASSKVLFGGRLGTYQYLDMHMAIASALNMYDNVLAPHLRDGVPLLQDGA
Mtb FBA inh: inhibits M. tuberculosis FBA enzyme. purified M. tuberculosis FBA, fluorescence read-out. inhibition, % at 1 µM. hit rate 2.3% among 360,000. AID 588726; in the data active = inhibition above about 27%;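 note: 0% = vehicle and 100% = reference inhibitor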
Target sequence (P9WQA3 whole entry, looked up): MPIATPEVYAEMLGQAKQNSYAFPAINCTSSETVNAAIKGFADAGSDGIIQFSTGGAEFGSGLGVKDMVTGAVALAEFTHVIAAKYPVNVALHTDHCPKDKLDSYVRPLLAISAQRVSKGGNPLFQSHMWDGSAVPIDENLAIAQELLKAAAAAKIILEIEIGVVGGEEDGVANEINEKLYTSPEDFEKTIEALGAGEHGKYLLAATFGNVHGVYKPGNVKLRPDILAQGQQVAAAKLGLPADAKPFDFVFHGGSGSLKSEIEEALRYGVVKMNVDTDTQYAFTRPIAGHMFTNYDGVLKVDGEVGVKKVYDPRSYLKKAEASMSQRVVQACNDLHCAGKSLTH
SSB-PriA inh: inhibitors of Klebsiella pneumoniae PriA binding to SSB C-terminal tail; hit rate 0.6% among 430,000; inhibition, % at 33 µM; AlphaScreen SSBct-PriA binding, biotinylated peptide; in the data active = inhibition mostly above about 37%, no sharp cut-off; inactive = mostly below about 20%;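 note: plate controls were negative control peptide for no effect and reference peptide for full effect; strong numbers were not always called active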
MazF activator: MazEF (E. coli) toxin RNase activation; P0AE70; FAM/BHQ RNA-DNA oligo cleavage fluorescence, 5 h; activation, % at 20 µM; hit rate 0.32% among 350,000; in the data active = activation above about 50%
3CLpro inhibitor: SARS-CoV 3CLpro protease inhibition. P0C6X7. recombinant SARS-CoV 3CLpro, quenched FRET peptide cleavage. inhibition, % at 6 µM. hit rate 0.14% among 290,000. AID 1706; in the data active = inhibition above about 12%
DUSP3 inh: blocks human VHR1 dual specificity phosphatase. P51452. recombinant VHR phosphatase, pNPP absorbance. inhibition, % at 13.3 µM. hit rate 0.52% among 290,000. AID 1654; in the data active = inhibition above about 50%; note: some compounds called inactive have numbers as strong as hits
Target sequence (P51452 whole entry, looked up): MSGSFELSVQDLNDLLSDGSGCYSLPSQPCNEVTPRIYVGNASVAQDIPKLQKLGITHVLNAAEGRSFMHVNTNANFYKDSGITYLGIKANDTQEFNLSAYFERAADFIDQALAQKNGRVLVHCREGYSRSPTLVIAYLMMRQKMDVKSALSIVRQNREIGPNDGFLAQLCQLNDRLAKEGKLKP
Numbers without * were called inactive; i = inactive; . = no result given; & = joins results of further samples. An excerpt; rates above refer to the full screens.

SMILES | Vc quorum ag | Mtb BioA inh | GDH-TPI inh | Rv3671c inh | Mtb UGM inh | Mtb FBA inh | SSB-PriA inh | MazF activator | 3CLpro inhibitor | DUSP3 inh
Cc1ccc(S(=O)(=O)N[C@H](C(=O)N2CCC(C(=O)N[C@H](C(=O)O)c3ccccc3)CC2)C(C)C)cc1 | -0.5 | -1.2 | 19 | 3 | -0.3 | 6 | -7 | -4 | -4 | 29
CO[C@H]1O[C@H](C)[C@@H](O)C[C@H]1NC(=O)OCc1ccccc1 | i | -0.8 | -1 | 2 | -2.8 | -1 | -9 | 11 | -6 | 29
Cc1[nH]n(-c2ccc([N+](=O)[O-])cc2)c(=O)c1C=NCC1CCCO1 (configuration not stated) | -0.5 | 1.0 | 26 | 4 | -2.1 | -2 | -10 | -6 | 3 | 17
O=C(O)COc1ccc2c(c1)O/C(=C\c1cccs1)C2=O | i | -1.9 | 42* | -8 | 2.1 | 5 | 5 | 3 | 3 | 16
Cc1cccc(NC(=O)Nc2ccc3c(c2)N(C)C(=O)CS3)n1 | -0.2 | -0.7 | 3 | -4 | 0.5 | 1 | 104* | -9 | 0 | 34
CCc1ccc(C(=O)COC(=O)C(Cc2ccccc2)NC(=O)c2ccc(Cl)cc2)cc1 (configuration not stated) | . | 0.0 | 2 | -4 | 1.4 | 1 | -6 | 2 | -4 | 4
Cc1ccc(S(=O)(=O)N(C)C[C@@H]2Oc3ccc(NC(=O)Cn4cnnn4)cc3C(=O)N([C@@H](C)CO)C[C@H]2C)cc1 | i | 2.9&1.8 | 7 | -1 | -2.9 | -1 | -5 | -5 | . | .
O=C(CSc1ccc2nnc(-c3ccc(Cl)cc3)n2n1)N1CCc2ccccc21 | -0.2 | -0.3 | 12 | 0 | 1.8 | 6 | -17 | 18 | 2 | 15
CCCCNC(=O)CCC(=O)Nc1ncc(-c2ccc(C)cc2)n1C | -1.3 | -1.7 | -5 | 6 | 0.9 | 1 | -12 | -3 | 4 | 18
CC(C)=C1C2C=CC1C1C(=O)N(c3ccc4c(c3)OCO4)C(=O)C21 (configuration not stated) | -0.6 | 2.2 | 2 | 10 | -3.5 | 2 | -23 | -2 | 2 | -8
Cc1ccc2c(C)c(C(=O)N3CCN(c4cnccn4)CC3)oc2c1C | i | 5.5 | 8 | -4 | -0.3 | 8 | 28 | -1 | 6 | 32
C#CCN1C(=O)S/C(=C\c2ccc(-c3ccc(C(=O)O)cc3C)o2)C1=O | -0.4 | 1.3 | 18 | -1 | -1.1 | -4 | -10 | 3 | 0 | 1
CCOc1cc(/C=C2\C(=O)N(Cc3ccc(C)cc3)C(C)=C2C(=O)OC)ccc1O | 1.5 | 0.1 | 11 | 7 | 0.4 | 1 | 5 | -8 | 1 | 30
Clc1cc(Cl)cc(NC2=NCCS2)c1 | -1.3 | -2.2 | 3 | -5 | -2.2 | -2 | 1 | 7 | 0 | -7
Cc1ccc(-c2noc(CCC(=O)NCc3ccco3)n2)cc1 | -1.8 | -1.0 | -4 | -1 | 0.9 | -1 | -9 | -7 | 1 | 23
CCCN(CC(=O)Nc1ccc(F)c(F)c1F)C(=O)c1ccc(N2CCCC2=O)cc1 | -2.0 | 0.6 | 9 | -8 | 1.0 | 4 | -1 | -1 | . | .
COc1ccc(CCn2c(O)c(C=Nc3ccc(NC(C)=O)cc3)c(=O)[nH]c2=O)cc1OC | i | -2.1 | 30 | 3 | 6.8 | 1 | -13 | -1 | 0 | 9
O=C(CSc1nnc2scc(-c3ccccc3)n12)NCC1CCCO1 (configuration not stated) | i | 1.7 | 2 | 4 | -2.4 | -2 | 2 | 5 | -6 | -1
OCC(Cc1ccccc1)NCc1ccccc1C(F)(F)F (configuration not stated) | 0.1 | . | -5 | -4 | -0.3 | 0 | -24 | -9 | -8 | -14
Cc1ccccc1C(=O)Nc1nc2c(C)csc2c(=O)s1 | i | . | 25 | -8 | 0.1 | 12 | -3 | -9 | -8 | 20
O=C(N[C@H]1C/C=C\C[C@@H](CC(=O)N(CCO)Cc2ccccc2)C(=O)N2CCC[C@@H]2COC1=O)OCC1c2ccccc2-c2ccccc21 | 1.2 | 1.0 | -1 | 6 | 4.0 | -1 | . | 5 | . | .
O=C(COc1ccc(-c2ccccc2)cc1)NN=C1CCCC1 | -0.4 | 22 | 4 | -4 | 0.6 | 4 | -18 | 2 | 4 | 9
CCC/C=C/c1ccc(CN2C(C(C)C)C(=O)N(Cc3cn(CCC4OCCO4)nn3)CCS2(=O)=O)cc1 (configuration not stated) | -0.6 | -0.4 | 2 | . | . | 0 | . | 12 | . | .
O=S(=O)(NCCc1ccccn1)c1ccc(F)c(F)c1 | . | -0.8 | 5 | 7 | 2.3 | 1 | -7 | 3 | -2 | -21
CCOC(=O)C1=C(C)N(C)C(C)=C(C(=O)OCC)C1c1ccccc1 | -2.0 | -1.7 | 16 | 3 | 0.8 | -3 | -13 | 13 | 2 | 13
C[C@@H](NC(=O)c1[nH]cnc1C(=O)Nc1nccs1)c1ccccc1 | -3.7 | 0.0 | -12 | -8 | 4.6 | 2 | -7 | -16 | . | .
CC(C)N(CCNC(=O)C1CCCN(c2ncnc3c2nc2n3CCCCC2)C1)Cc1ccccc1 (configuration not stated) | -0.9 | 1.4 | 3 | -9 | -0.9 | 6 | 3 | 4 | -10 | -12
Cc1cc(CNC(=O)CCc2nnc(CCCCc3ccccc3)o2)nn1C | i | . | 10 | 6 | -2.1 | -1 | -16 | 10 | 0 | 26
COc1cc([N+](=O)[O-])c(OC)cc1SCc1n[nH]c(=S)n1-c1ccc(F)cc1 | -0.2 | -0.3 | 6 | -6 | 0.5 | -3 | 11 | -1 | 5 | -15
CCCCCCCCN1[C@@H](CC(C)=O)c2cc(C(F)(F)F)ccc2S1(=O)=O | 0.7 | 0.8 | 3 | -4 | 0.0 | 1 | -44 | -4 | . | .
Cc1ccccc1OCC(=O)N/N=C/c1ccc2c(c1)OCCO2 | 1.6 | . | 3 | -5 | 2.9 | 1 | . | -10 | -1 | -2
CC(C)c1nc2ccc(NC(=O)C3CCCCC3)cc2[nH]1 | -0.8 | -0.1 | -5 | -1 | 0.4 | 2 | -6 | -4 | 4 | 13
O=C(OCc1nc2ccccc2s1)c1ccc(Br)o1 | 2.0 | . | 2 | -2 | -0.2 | 5 | -10 | 12 | 1 | 10
COc1ccc(Cl)cc1NC(=O)CSc1nc(Nc2ccccc2)nc(N2CCOCC2)n1 | 0.2 | -5.6 | 18 | -8 | 1.2 | 4 | -10 | -13 | 1 | 31
CCN1CCN(c2ccc(N)cc2)CC1 | 1.6 | . | -6 | 3 | -1.7 | 1 | 21 | 6 | 2 | -11
CCOC(=O)c1ccc(C(=O)OCC)c(NC(=S)Nc2ccc([N+](=O)[O-])cc2OC)c1 | -0.1 | 2.4 | 19 | -2 | -0.2 | 31* | -18 | 1 | 6 | 18
CCOC(=O)/C(N=Nc1c(C)n(C)n(-c2ccccc2)c1=O)=C(\C)O | -0.4 | . | 12 | -8 | 1.6 | 1 | . | 5 | 0 | -6
CC(=O)N1CCN(C(=O)c2cccc(NS(=O)(=O)c3ccc(Br)cc3)c2)CC1 | i | . | -4 | -3 | -1.7 | -2 | 0 | 3 | . | .
C[C@H](CO)N1C[C@H](C)[C@H](CN(C)C(=O)Nc2ccc(N3CCN(C)CC3)cc2)OCc2cnnn2CCCC1=O | i | 0.2 | 3 | . | . | -1 | . | 7 | . | .
COc1nc(OC)nc(N2CCC(C(=O)NCc3cccs3)CC2)n1 | i | -3.4 | 5 | 0 | 3.2 | 3 | -9 | 3 | -7 | -22
CN(c1ccccc1)S(=O)(=O)c1ccc(NC(=O)c2cccs2)cc1 | -0.4 | . | -1 | -48 | 0.0 | 2 | -4 | 11 | -1 | -7
CC(C)N1CCC(C)(C(=O)Nc2ccc(Cl)c(Cl)c2)C1 (configuration not stated) | -0.5 | 1.7 | 10 | . | . | -1 | . | . | . | .
Cc1nc2ccccc2c(=O)n1-c1cccc(NS(=O)(=O)c2ccccc2)c1 | -0.3 | . | 2 | 14 | 1.6 | -3 | -6 | 3 | . | .
O=C(Nc1ccc(S(=O)(=O)Nc2nccs2)cc1)C(F)(F)F | -0.4 | . | -8 | 4 | 1.0 | 6 | -2 | 3 | . | .
COC(=O)c1ccc(NC(=O)N(c2ccccc2)c2ccccc2)cc1 | i | 0.1 | -3 | 11 | -1.0 | -5 | 0&-19 | 7 | -1 | 4
Cc1ccc(NC(=O)Cn2nnc3ccccc3c2=O)cc1C | -1.8 | . | -3 | -1 | -1.7 | 1 | 6 | 0 | -2 | 24
O=C(NCc1cccc2ccccc12)c1cccs1 | -0.8 | -0.4 | -2 | -5 | -1.0 | -2 | -5 | -1 | . | .
COc1ccsc1C(=O)Nc1ccc(F)cc1F | 0.9 | . | 9 | 6 | -1.8 | -4 | -11 | -2 | -2 | 27
CC(=O)N1CCCN(Cc2cn(-c3ccc(C)cc3)nc2-c2cccc(C)c2)CC1 | i | . | 0 | 1 | -2.6 | 1 | 10 | 5 | -2 | 4
S=c1[nH]nc(-c2ccco2)n1-c1ccccc1Cl | 1.0 | . | -5 | -1 | 0.6 | -7 | -10 | -6 | -2 | 20

The list continues.
SMILES | Vc quorum ag | Mtb BioA inh | GDH-TPI inh | Rv3671c inh | Mtb UGM inh | Mtb FBA inh | SSB-PriA inh | MazF activator | 3CLpro inhibitor | DUSP3 inh
CCN1CCN(C(=O)COc2ccc(S(=O)(=O)N3CCOCC3)cc2C)CC1 | -6.2 | -1.0 | 2 | -8 | -3.5 | -2 | 4 | 11 | 1 | 54*
COC(=O)c1ccc(OC)c(CSc2nnc(COc3ccccc3)o2)c1 | i | 4.9 | -4 | -13 | 3.7 | 1 | 2 | -5 | 1 | 1
O=C1CCCC/C1=C/NCc1ccccc1 | -0.4 | . | 3 | 6 | 0.3 | 2 | -8 | -2 | 1 | 34
Cc1ccccc1N(CC(=O)NC1CCCCC1)C(=O)CNC(=O)c1cccs1 | -2.2 | -0.8 | 7 | -5 | -1.8 | 2 | -4 | 2 | -2 | 12

Three structures from above, ordered by formula weight, high to low:
SMILES | Vc quorum ag | Mtb BioA inh | GDH-TPI inh | Rv3671c inh | Mtb UGM inh | Mtb FBA inh | SSB-PriA inh | MazF activator | 3CLpro inhibitor | DUSP3 inh
Cc1ccccc1N(CC(=O)NC1CCCCC1)C(=O)CNC(=O)c1cccs1 | -2.2 | -0.8 | 7 | -5 | -1.8 | 2 | -4 | 2 | -2 | 12
S=c1[nH]nc(-c2ccco2)n1-c1ccccc1Cl | 1.0 | . | -5 | -1 | 0.6 | -7 | -10 | -6 | -2 | 20
O=C1CCCC/C1=C/NCc1ccccc1 | -0.4 | . | 3 | 6 | 0.3 | 2 | -8 | -2 | 1 | 34

Among those listed so far, these contain a CF3 group.
SMILES | Vc quorum ag | Mtb BioA inh | GDH-TPI inh | Rv3671c inh | Mtb UGM inh | Mtb FBA inh | SSB-PriA inh | MazF activator | 3CLpro inhibitor | DUSP3 inh
OCC(Cc1ccccc1)NCc1ccccc1C(F)(F)F (configuration not stated) | 0.1 | . | -5 | -4 | -0.3 | 0 | -24 | -9 | -8 | -14
CCCCCCCCN1[C@@H](CC(C)=O)c2cc(C(F)(F)F)ccc2S1(=O)=O | 0.7 | 0.8 | 3 | -4 | 0.0 | 1 | -44 | -4 | . | .
O=C(Nc1ccc(S(=O)(=O)Nc2nccs2)cc1)C(F)(F)F | -0.4 | . | -8 | 4 | 1.0 | 6 | -2 | 3 | . | .

Screening data deposited in PubChem by several laboratories.
